CHRM4 PAM – human M4 muscarinic receptor positive allosteric modulators, primary screen, CHO-K1 cells, Fluo-8 calcium fluorescence | activation, % at 3 µM | 360,000 compounds, 0.4% hits | AID 624126, 2012 | CHO-K1 hM4/Gqi5, ACh EC20; 0% = ACh EC20, 100% = maximal ACh;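 active = activation above its plate's cutoff, the mean activation of sample wells plus 3 SD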; also: some results filed as inactive read as strong as hits
Target sequence (P08173 whole entry, looked up): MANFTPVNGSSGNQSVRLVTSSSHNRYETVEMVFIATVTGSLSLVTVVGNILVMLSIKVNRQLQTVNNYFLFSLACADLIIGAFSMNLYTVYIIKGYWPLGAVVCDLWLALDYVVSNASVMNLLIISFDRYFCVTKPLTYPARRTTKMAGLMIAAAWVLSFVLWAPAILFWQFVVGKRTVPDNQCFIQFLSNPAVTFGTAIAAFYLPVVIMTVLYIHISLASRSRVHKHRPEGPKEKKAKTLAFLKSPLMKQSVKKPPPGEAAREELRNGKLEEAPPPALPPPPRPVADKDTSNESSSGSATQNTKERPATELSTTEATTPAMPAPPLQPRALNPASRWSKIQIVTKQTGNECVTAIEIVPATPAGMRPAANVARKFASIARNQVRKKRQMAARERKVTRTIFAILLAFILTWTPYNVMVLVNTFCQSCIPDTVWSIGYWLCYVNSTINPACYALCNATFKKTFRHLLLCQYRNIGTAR
IDE cell activ – human IDE activators in live cells, primary screen, fluorescence polarization, HEK cells, FAbeta-B substrate; 340,000 compounds, 0.073% hits; AID 493087, 2011; FAbeta-B cleavage; 0% vehicle, 100% cell-free pure enzyme wells; activation, % at 5.96 µM;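 active = activation above the mean of all tested compounds plus 3 SD, set per screening campaign, cut at about 17% in these data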
CRFR2-BP antag – antagonists of CRF-BP/CRF-R2 complex, primary screen, cell-based, HEK293, calcium dye fluorescence, uHTS; CRF-induced calcium fluorescence; inhibition, % at 11.8 µM; 350,000 compounds, 0.59% hits; AID 588475, 2011;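 active = inhibition of the ligand-induced calcium signal above about 50% at the single tested concentration, limit read from the data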
IDE inh – human IDE inhibitors in live cells, primary screen, fluorescence polarization, HEK cells, FAbetaB substrate; FAbetaB cleavage; inhibition, % at 5.59 µM; 320,000 compounds, 0.41% hits; AID 434962, 2010;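 active = percent inhibition above the average of all tested compounds plus 3 SD, set per screening campaign, cut at about 16% in these data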;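 also: IDE supplied by intact live HEK cells; FP after avidin binding of uncleaved biotin substrate so inhibition keeps polarization high; 0% = DMSO wells and 100% = 60 µM reference IDE inhibitor Ii1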
MEKK3 PB1 HTS – modulators of MEKK3-MEK5 PB1 binding, primary screen, biochemical, wildtype MEKK3, multiplex bead flow cytometry, Alexa488-MEK5; AID 1529, 2009; bead-based flow cytometry, Alexa488-MEK5 binding to MEKK3; actives lie on both sides; 0 = blocked by unlabeled MEK5, 100 = vehicle; binding response (% of control), % at 10 µM; 290,000 compounds, 1.4% hits;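 active = binding response more than 3 SD above or below the average of its plate-row segment, actives on both sides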;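 also: Alexa488 bead fluorescence after subtracting the streptavidin-only scavenger bead signal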
CRFR2-BP ag – agonists of CRF-BP/CRF-R2 complex, primary screen, cell-based, HEK293, calcium dye fluorescence, uHTS | CRF-binding protein / CRF receptor 2 complex (human) | calcium dye fluorescence (FLIPR); percent of saturating CRF peptide response | activation, % at 13.2 µM | 350,000 compounds, 0.46% hits;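 active = activation of at least 50%, plus an integration ratio under a set limit after plate pattern correction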;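 also: plate controls were neutral control wells without compound for no effect and CRF at EC100 for full effect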
PHOSPHO1 block – PubChem AID 1565. Phosphoethanolamine/phosphocholine phosphatase (Homo sapiens), Q8TCT1. recombinant PHOSPHO1, absorbance phosphatase assay. inhibition, % at 13.3 µM. 290,000 compounds, 1.1% hits; in the data active = inhibition above about 60%
Target sequence (Q8TCT1 whole entry, looked up): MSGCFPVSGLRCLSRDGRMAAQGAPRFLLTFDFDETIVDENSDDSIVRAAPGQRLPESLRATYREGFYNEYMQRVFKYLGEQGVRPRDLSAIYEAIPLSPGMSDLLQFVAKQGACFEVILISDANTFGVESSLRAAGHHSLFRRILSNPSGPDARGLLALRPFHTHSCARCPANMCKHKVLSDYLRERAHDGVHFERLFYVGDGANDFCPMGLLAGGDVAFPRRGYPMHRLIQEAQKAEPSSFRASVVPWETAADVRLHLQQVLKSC
GalR3 antagonist – GalR3 antagonists in HEK293 cells, primary screen, cell-based, fluorescence readout | 360,000 compounds, 0.44% hits | Galanin receptor type 3 (Homo sapiens), O60755 | AID 651719, 2012 | HEK293 GalR3-CNG cAMP membrane potential fluorescence; galR3 body fused to GalR1 C-terminus | inhibition, % at 3 µM;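 active = inhibition above the screen-wide average plus 3 SD, cut at about 13% in these data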;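 also: forskolin and galanin both at EC90 stimulate the cells; cAMP rise reported by CNG channel membrane potential dye signal; 0% = forskolin plus galanin with DMSO and 100% = forskolin alone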
Target sequence (O60755 1-299 limits assumed): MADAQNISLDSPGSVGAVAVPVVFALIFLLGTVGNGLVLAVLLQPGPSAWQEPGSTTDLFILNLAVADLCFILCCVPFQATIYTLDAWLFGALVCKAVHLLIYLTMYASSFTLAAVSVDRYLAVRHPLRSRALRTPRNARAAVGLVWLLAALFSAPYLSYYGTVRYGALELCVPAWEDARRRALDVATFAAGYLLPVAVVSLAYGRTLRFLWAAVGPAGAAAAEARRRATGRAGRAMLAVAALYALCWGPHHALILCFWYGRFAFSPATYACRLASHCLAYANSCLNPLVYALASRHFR
p-CIP stab down – p/CIP-EGFP fusion destabilizers, primary screen, fluorescence, F442A cells; 16 h; decrease of EGFP signal, % at 10 µM; 290,000 compounds, 0.01% hits;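 active = EGFP signal decrease of at least 30% at 10 µM or well 3 SD below plate mean, unless failing retest; inactive = the rest, including hits failing retest or dose response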; also: some compounds called inactive have numbers as strong as hits; many of its hits are not listed in these tables
An asterisk follows results filed as active; nt = no result given.

No.	SMILES	CHRM4 PAM	IDE cell activ	CRFR2-BP antag	IDE inh	MEKK3 PB1 HTS	CRFR2-BP ag	PHOSPHO1 block	GalR3 antagonist	p-CIP stab down
1	CCOC(=O)C1=C(C)N(c2ccc(OC)cc2)C(=O)/C1=C\c1ccc(O)c(OCC)c1	-2	-4	1	7	104	0.1	-104	-3	-9
2	COC(=O)c1ccc(CNC(=O)c2ccc3c(c2)S(=O)(=O)N=C2CCCCCN23)cc1	5	5	-7	-4	nt	0.3	nt	-5	nt
3	O=c1[nH]c(C(F)(F)F)nc2c1nnn2Cc1ccccc1F	2	8	15	1	112	0.5	2	-7	-6
4	C=CCn1c2ccccc2c2n[nH]c(=S)nc21	4	-13	-7	nt	108	1.1	-130	-8	-14
5	COc1ccc(N2CCN(C(=O)c3cccc4nc(C)oc34)CC2)cc1	3	0	-3	0	95	-1.8	43	-1	-80
6	Cc1cc(NC(=O)CSc2cn(CCNC(=O)c3ccc(F)cc3)c3ccccc23)no1	-6	5	-25	5	99	1.6	52	-6	-6
7	CC1(c2nnc(-c3ccc(F)cc3)o2)CC(c2c(Cl)cccc2Cl)=NO1 (stereo unspecified)	-1	1	-8	5	97	1.1	9	-5	4
8	COc1ccc(C(C)=O)cc1COC(=O)CNC(=O)c1ccc(Cl)cc1	-5	0	10	10	106	0.4	3	2	-7
9	Cc1cc(F)ccc1S(=O)(=O)N1CCCCC1CCNC(=O)C(=O)NCc1ccccn1 (stereo unspecified)	-6	-4	2	8	nt	-1.3	nt	1	nt
10	c1csc(-c2csc3nc(CN4CCOCC4)nc(NCc4ccc5c(c4)OCO5)c23)c1	-19	-7	11	6	105	0.3	-9	-8	-8
11	Cc1nnc(NC(=O)c2ccc3nccnc3c2)s1	9	-1	4	nt	nt	-0.2	nt	-2	nt
12	NC(=O)c1cc([N+](=O)[O-])ccc1NCc1ccc(C(=O)O)cc1	-4	-1	6	-3	nt	-1.3	nt	-6	nt
13	CCOc1ccc(N(CC(=O)NCC2CCCO2)S(=O)(=O)c2ccc(Cl)cc2)cc1 (stereo unspecified)	4	7	-14	2	99	-1.4	0	-4	-3
14	CCC(=O)NC(Nc1cc(C)cc(C)n1)(C(F)(F)F)C(F)(F)F	0	7	-17	4	96	-1.3	0	-3	-12
15	CCCC(NS(=O)(=O)c1ccc(C)cc1)C(=O)O (stereo unspecified)	2	2	-6	-1	99	-0.5	-2	-6	-7
16	CCCCCCCCSc1nnc(-c2ccc(OC)cc2)o1	1	2	-36	2	108	-0.5	0	2	2
17	Cc1cccc(N2N=C(C(=O)OCC(=O)c3ccccc3)CCC2=O)c1	4	2	31	-2	nt	-2.9	nt	-5	nt
18	CCN1CNC(=S)N(Cc2ccccc2)C1	-4	3	-25	-3	99	-0.4	-18	1	10
19	O=C/C(=C\Nc1ccccn1)c1nc2cc(Cl)ccc2o1	2	2	80*	4	105	-3.2	-4	-4	-31
20	O=C(/C=C/c1cn(-c2ccccc2)nc1-c1cccs1)NCCN1CCOCC1	-30	5	-6	1	101	-0.3	24	-4	-16
21	COc1cc(C2c3[nH]c4ccccc4c3C[C@@H]3C(=O)N(Cc4ccco4)CC(=O)N23)cc(OC)c1OC (stereo partly specified)	-8	3	-51	1	105	11	28	-2	-10
22	CCSc1nc2cc(C(=O)OC)ccc2c(=O)n1CC	6	0	-1	-5	101	-1.4	4	4	-9
23	CN(C)CCOCCSc1ccc(Cl)cc1	-3	2	16	-1	103	-0.9	-36	-8	-10
24	C[C@@H]1CN([C@H](C)CO)C(=O)c2cc(NC(=O)Nc3ccc(F)cc3)ccc2O[C@@H](C)CCCCO[C@H]1CN(C)S(=O)(=O)c1cccs1	-3	nt	1	nt	nt	0.3	nt	-7	nt
25	CN(C)C(=O)C12CCC(C)(c3nc4ccccc4nc31)C2(C)C (stereo unspecified)	9	8	1	1	89	2.0	-1	-6	-25
26	COc1ccc(S(=O)(=O)Nc2cccc3c2O[C@H](CN(C)Cc2ccc(Oc4ccccc4)cc2)[C@@H](C)CN([C@H](C)CO)C3=O)cc1	-1	-7	0	9	nt	1.1	nt	-4	nt
27	CCN(CC)C(=O)c1csc(Nc2ccc(C)cc2)n1	6	7	23	7	100	0.3	11	2	2
28	CCOc1ccc(C(=O)Nc2cccc(SC)c2)cc1	3	0	-14	0	90	-3.1	-8	-6	-2
29	CC(=O)c1ccc(NC(=O)/C(C#N)=C/c2ccncc2)cc1	4	0	-1	1	98	-1.9	15	2	2
30	O=C(Cc1ccccc1F)Nc1cc(S(=O)(=O)N2CCOCC2)ccc1N1CCCC1	0	nt	7	-1	nt	-2.1	nt	2	nt
31	CCOC(=O)/C=C/C(=O)Nc1ccc(Oc2ccccc2)cc1	-16	-3	13	1	102	-0.3	37	-1	5
32	NS(=O)(=O)c1ccc(CCNC(=O)CSc2ccc(Cl)cc2)cc1	-3	1	12	-9	103	-1.9	-30	0	0
33	C[C@@]12C(=O)N(Cc3ccc(Cl)cc3)CC(=O)N1[C@H]1c3ccccc3OC[C@@H]1[C@@H]2c1ccccc1	1	-1	-4	5	nt	2.6	nt	-7	nt
34	CC1CCCN(c2nc3nonc3nc2Nc2ccccc2F)C1 (stereo unspecified)	-1	2	-20	7	101	-2.1	26	0	-15
35	CC1(C)N=C(N)N=C(N)N1c1cccc(C#N)c1	-2	1	-9	nt	nt	-2.5	nt	-7	nt
36	Cc1ccc(C2=NNC(C(O)C(O)C(O)C(O)CO)S2)cc1 (stereo unspecified)	2	10	-11	3	100	2.7	90*	8	-16
37	Cc1cc(C)n(-c2ccc(C(=O)NCc3ccc4c(c3)OCO4)cc2)n1	-7	2	16	-4	104	-0.4	14	-3	6
38	O=C(NNC(=O)C12CC3CC(CC(C3)C1)C2)c1csc(N2CCOCC2)n1	2	2	-2	2	nt	-1.1	nt	-4	nt
39	O=C(Cn1cc(C(F)(F)F)ccc1=O)Nc1cccc(S(=O)(=O)N2CCOCC2)c1	-3	5	7	6	99	2.0	4	0	0
40	Cc1cnc(NC(=O)CSc2nnc(N)s2)s1	10	2	-21	-6	106	-0.4	21	-1	-8

One compound at a time (already shown):
CC1(C)N=C(N)N=C(N)N1c1cccc(C#N)c1 is listed with CHRM4 PAM: -2; IDE cell activ: 1; CRFR2-BP antag: -9; IDE inh: nt; MEKK3 PB1 HTS: nt; CRFR2-BP ag: -2.5; PHOSPHO1 block: nt; GalR3 antagonist: -7; p-CIP stab down: nt
O=C(Cc1ccccc1F)Nc1cc(S(=O)(=O)N2CCOCC2)ccc1N1CCCC1 is listed with CHRM4 PAM: 0; IDE cell activ: nt; CRFR2-BP antag: 7; IDE inh: -1; MEKK3 PB1 HTS: nt; CRFR2-BP ag: -2.1; PHOSPHO1 block: nt; GalR3 antagonist: 2; p-CIP stab down: nt

Next results.
No.	SMILES	CHRM4 PAM	IDE cell activ	CRFR2-BP antag	IDE inh	MEKK3 PB1 HTS	CRFR2-BP ag	PHOSPHO1 block	GalR3 antagonist	p-CIP stab down
41	Oc1ccc(/C=N/Nc2ncc(Br)cn2)c(O)c1	5	2	-5	-2	95	-2.5	-7	-2	-5
42	Cn1c(Cc2cccc3ccccc23)nnc1SCc1ccc([N+](=O)[O-])cc1	-3	-1	6	2	101	1.2	33	-5	-2
43	O=C(O)c1ccc(NS(=O)(=O)c2cc(C(=O)O)ccc2Br)cc1	7	4	1	-1	109	-2.3	15	-3	-8
44	C=CCNC(=O)c1c(CSc2ccc(F)cc2)noc1C(=O)NCCC	5	-4	4	0	nt	-2.3	nt	-6	nt
45	C[C@H]1CN([C@@H](C)CO)C(=O)Cc2cc(NC(=O)CCC(F)(F)F)ccc2O[C@H]1CN(C)S(=O)(=O)c1ccc(F)cc1	-17	2	-1	3	nt	-0.9	nt	-5	nt
46	O=C(COc1cccc2c1CCN(Cc1ccccc1F)C2=O)N1CCCCC1	-2	-7	6	5	79	0.8	53	-4	-5
47	CC(=O)c1ccccc1OCCn1nc(C(=O)O)c2ccccc2c1=O	1	-2	-14	1	103	-2.1	2	-5	-3
48	O=C(c1ccco1)N1CCN(Cc2cccc3ccccc23)CC1	0	-1	-7	1	101	0.0	30	-7	-4
49	CCN1CCc2c(sc(NC(=O)c3ccc(C(=O)c4ccccc4)cc3)c2C(N)=O)C1	12	-5	-15	4	98	10	48	0	-20
50	C[C@]12c3[nH]c4cc(-c5ccco5)ccc4c3CCN1C(=O)[C@@H](CC(=O)NCc1ccco1)C[C@@H]2C(=O)N1CCOCC1	-1	2	-4	nt	nt	0.3	nt	-4	nt
51	CC(C)c1ccccc1NC(=O)CSc1n[nH]c(=O)n1C1CC1	2	-1	7	1	nt	-1.0	nt	-2	nt
52	O=C(Nc1cccc(C(=O)Nc2cccc(C(F)(F)F)c2)c1)c1ccc(=O)[nH]c1	-9	-2	0	7	105	0.0	20	-4	5
53	O=C(CCc1nnc(-c2ccccc2)o1)NCc1cc(F)ccc1F	11	2	7	-4	102	2.2	37	-5	1
54	Cc1ccccc1CN(CC1CCC(C(=O)O)CC1)C(=S)Nc1ccccc1F (stereo unspecified)	-3	3	6	3	105	-0.4	20	1	5
55	CCC(=O)C1=C(O)C(c2cccc(Oc3ccccc3)c2)CCC1=O (stereo unspecified)	-4	4	-5	2	93	1.1	-17	-6	2
56	Clc1ccc(-c2ccnc(Oc3cc(Cl)ccc3Cl)n2)cc1	6	3	2	6	108	8.4	37	-4	-2
57	COC(=O)C1=C(C)N=C2SC(C#N)=C(N)N2C1c1cccc(OC)c1 (stereo unspecified)	-4	-2	-8	3	101	0.3	17	-3	-13
58	Cc1cc[n+](-c2[nH]c(=O)sc2/C=N/N=C(\[O-])c2ccccc2)cc1C	0	0	-26	nt	100	27	-135	-3	-15
59	COc1ccc(C(=O)NC(=S)NCc2ccco2)cc1Br	-1	0	17	-7	99	0.5	17	-5	-18
60	N#Cc1c(C(F)(F)F)cc(-c2ccc(F)cc2)[nH]c1=O	-2	3	20	1	100	0.1	-8	-1	10
61	COc1ccc(N2CCN(C(=O)c3ccc(Cl)c(S(=O)(=O)N4CCOCC4)c3)CC2)cc1	1	0	4	nt	nt	-1.3	nt	-2	nt
62	COc1cccc(NC(=S)/C(=C(\[O-])c2cc(C)n(-c3ccccc3F)c2C)[n+]2ccc(N(C)C)cc2)c1	-10	3	-19	-5	104	-0.5	16	-1	9
63	COC(=O)CN(c1ccccc1F)S(=O)(=O)c1ccccc1	3	7	0	4	99	1.4	-3	-4	1
64	CCN(CC)c1ccc(NC(=O)CN2C(=O)CSc3ncccc32)c(C)c1	7	1	-10	0	103	-0.4	35	2	-24
65	CCOC(=O)C1(Cc2ccc(OC)cc2)CCN(C(=O)c2cccc3nccnc23)CC1	8	6	-1	1	99	0.9	46	1	1
66	O=C(NCc1n[nH]c(=S)n1-c1ccc(Br)cc1)c1cccs1	1	6	3	5	101	0.2	-3	0	12
67	O=C(NC1CCCCC1)C(c1ccc(F)cc1)N(Cc1ccc2c(c1)OCO2)C(=O)c1cnsn1 (stereo unspecified)	0	5	-21	-2	91	-3.0	-9	-2	-33
68	CCN(CC)CCN(C(=O)CN1C(=O)c2ccccc2C1=O)c1nc2cc3c(cc2s1)OCO3	2	5	76*	-5	105	0.8	24	-1	-10
69	Fc1ccc(/C=N/Nc2ccccn2)cc1	10	3	8	2	102	0.6	30	-6	1
70	C[C@H](CO)N1C[C@H](C)[C@@H](CN(C)Cc2ccc(O)cc2)OCc2cnnn2CCCC1=O	7	nt	-9	nt	nt	-0.6	nt	-6	nt
